Screening results (PubChem BioAssay)
SIRT5 inh: SIRT5 desuccinylase inhibitors, primary screen, biochemical, fluorescence imaging, single point, set 5; Purified SirT5, succinyl-peptide AMC, trypsin-coupled fluorescence; inhibition, % at 15 µM; actives 1.1% (n = 330,000); AID 652115, 2013; in the data active = inhibition above about 15%; inconclusive = no clear call, values can overlap the other calls
PGC1a acetyl inh: inhibitors of PGC1a acetylation signal, primary screen, cell-based, U2OS, AlphaScreen, inhibitor mode; AlphaScreen anti-acetyl-lysine; with virally co-expressed GCN5 acetyltransferase; inhibition, % at 15.6 µM; actives 0.17% (n = 350,000); AID 651687, 2012;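 active = every replicate shows inhibition of at least 40%; inconclusive = mean inhibition at least 40% but some replicate below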;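 also: 0% = neutral control wells and 100% = positive control wells; some results beyond the cut were filed as inactive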
C2C12 statin: suppressors of statin myotoxicity in C2C12 myotubes, primary screen, cell-based, single point, plate reader; C2C12 myotubes + simvastatin, ATP luminescence, 48 h; scaled: DMSO 0, geranylgeraniol control 100; rescue of ATP level, % at 7.49 µM; actives 0.78% (n = 330,000);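 active = mean ATP rescue above about 67%, or every replicate alone reaching that limit, limit read from the data, passing the limit was not always enough; inconclusive = no clear call, values can overlap the other calls; inactive = mean under the limit and some replicate under it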;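 also: myotubes were challenged with 10 µM simvastatin during compound exposure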
ERAP1 inh: human ERAP1 aminopeptidase inhibitors, primary screen, biochemical, single point, plate reader; Endoplasmic reticulum aminopeptidase 1 (Homo sapiens), Q9NZ08; recombinant ERAP1, Leu-AMC fluorescence, 60 min; inhibition, % at 10.7 µM; actives 0.15% (n = 340,000); AID 652197, 2013;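 active = mean replicate inhibition of at least 30%, or all replicates individually reaching that 30% level; inactive = mean below 30% and not every replicate reaching it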;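 also: 0% = neutral control wells and 100% = L-leucinethiol positive control wells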
Target sequence (Q9NZ08 whole entry, looked up): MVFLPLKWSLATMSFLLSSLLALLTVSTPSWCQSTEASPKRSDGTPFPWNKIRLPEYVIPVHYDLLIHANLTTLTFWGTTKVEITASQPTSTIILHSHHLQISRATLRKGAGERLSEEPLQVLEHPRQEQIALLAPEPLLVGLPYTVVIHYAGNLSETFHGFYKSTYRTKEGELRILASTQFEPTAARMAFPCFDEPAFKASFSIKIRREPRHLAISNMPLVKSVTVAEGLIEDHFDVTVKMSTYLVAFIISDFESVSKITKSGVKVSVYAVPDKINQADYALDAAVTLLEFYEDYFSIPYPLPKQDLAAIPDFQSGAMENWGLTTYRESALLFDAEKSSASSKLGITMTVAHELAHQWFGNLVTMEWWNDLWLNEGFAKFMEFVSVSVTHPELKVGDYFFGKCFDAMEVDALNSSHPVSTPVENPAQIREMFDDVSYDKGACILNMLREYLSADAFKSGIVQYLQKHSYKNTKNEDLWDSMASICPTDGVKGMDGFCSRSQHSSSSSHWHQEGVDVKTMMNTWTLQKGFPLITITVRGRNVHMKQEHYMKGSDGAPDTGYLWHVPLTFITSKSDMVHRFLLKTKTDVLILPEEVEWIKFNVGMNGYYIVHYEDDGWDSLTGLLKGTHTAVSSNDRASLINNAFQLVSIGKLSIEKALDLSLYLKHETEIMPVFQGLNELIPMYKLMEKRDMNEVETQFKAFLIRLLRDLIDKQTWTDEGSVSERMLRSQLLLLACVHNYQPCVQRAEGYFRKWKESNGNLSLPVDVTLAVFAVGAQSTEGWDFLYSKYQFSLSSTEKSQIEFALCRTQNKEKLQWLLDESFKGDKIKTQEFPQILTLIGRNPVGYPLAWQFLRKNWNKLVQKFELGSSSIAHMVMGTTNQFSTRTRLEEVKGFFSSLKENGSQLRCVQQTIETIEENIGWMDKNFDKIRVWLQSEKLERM
Xi reactivation: activators of inactive X chromosome reactivation, primary screen, imaging, XiGFP fibroblasts, GFP high-content imaging, set 2; XiGFP mouse fibroblasts, % GFP-positive cells imaging, 3 d; cells co-treated with 5-aza-dC sensitizer; scaled so ellipticine positive control = 100%; activation, % at 7.58 µM; actives 0.055% (n = 360,000); AID 743238, 2013;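 active = mean normalized replicate activation at least 10% and every replicate at or above 10%; inconclusive = only one of the two criteria met; inactive = mean below 10% and not all replicates reach 10%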;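 also: 0% = median of on-plate neutral control wells and 100% = ellipticine 6 µM median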
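Assay system – SV40-immortalized XiGFP fibroblast cells, line 68-5-11 · Buffer or medium – DMEM supplemented with 5-aza-dC as sensitizing agent · Dosing – one concentration, pinned · Benchmarks – positive control ellipticine, 6 µM final · Times – 3 days compound exposure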
LGR2 antag: inhibitors of bursicon-induced LGR2 CRE-luciferase signal, primary screen, cell-based, HEK293, CRE-luciferase reporter, bursicon stimulation; inhibition, % at 9.99 µM; actives 0.35% (n = 380,000); bursicon-stimulated, 4 h; AID 720647, 2013;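 active = drop in luminescence signal, shown as inhibition above about 50% in the replicate tests, limit read from the data, passing the limit was not always enough; inconclusive = probably only some replicates passing the limit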;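 also: agonist challenge used bursicon conditioned medium at about half maximal strength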
Cneo AK release: Cryptococcus neoformans cell lysis inducers, primary screen, AK release luminescence, single concentration; C. neoformans lysis, adenylate kinase release luminescence, 4 h; normalised: neutral wells 0, clomiphene wells 100; lysis activity, % at 15 µM; actives 0.2% (n = 360,000);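 active = mean lysis activity across replicates of at least 80%, whatever share of replicates individually reach that level; inactive = mean lysis activity below 80%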
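Material: C. neoformans cells; Schedule: 4 h static compound exposure, 37 °C, read 1 h post-reagent; Measured by: adenylate kinase release luminescence; Read-out: signal increase indicating cell lysis; Controls: Clomiphene as positive lysis control.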
S100A4 MyoIIA: inhibitors of S100A4-myosin IIA peptide binding, primary screen, biochemical, fluorescence polarization, TAMRA-MyoIIA peptide | inhibition, % at 10.7 µM | actives 0.14% (n = 360,000);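 active = mean inhibition of at least 70% across replicates, with every replicate also reaching that level; inconclusive = mean inhibition reaches 70% but some replicates fall short; inactive = mean inhibition below 70%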
Target sequence (P26447 whole entry, looked up): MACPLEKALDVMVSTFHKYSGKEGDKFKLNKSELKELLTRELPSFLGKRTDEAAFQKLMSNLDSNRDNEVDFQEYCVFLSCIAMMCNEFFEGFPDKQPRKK
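Test system: S100A4 monomer protein; Medium: HEPES pH 7.2 with CaCl2, KCl, NaCl, DTT, Triton; Probe or stimulus: TAMRA-labelled myosin IIA heavy-chain peptide probe, 5 nM; Doses: one dose per compound; Times: polarization read 5 min after assay mix addition, stable 5–60 min; Benchmarks: neutral control DMSO, positive control TFP.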
The depositor's hits bear a star; ? = inconclusive; . = no result given.

molecule | SIRT5 inh | PGC1a acetyl inh | C2C12 statin | ERAP1 inh | Xi reactivation | LGR2 antag | Cneo AK release | S100A4 MyoIIA
COc1ccc(Cl)cc1NC(=O)CCCC(=O)c1ccccc1 | -1.4 | -3.4 | 8.6 | 0.8 | 0.0 | 11.7 | -1.6 | -28.9
O=S(=O)(Nc1ccccc1Cl)c1ccc2[nH]c(=S)oc2c1 | 3.2 | -6.0 | . | -0.9 | -0.2 | -2.0 | -7.5 | -0.8
COc1ccc(CN(C)C[C@H]2Oc3ccc(NS(=O)(=O)c4c(C)noc4C)cc3CC(=O)N([C@H](C)CO)C[C@H]2C)cc1 | -0.6 | 5.6 | 60.4 | 2.2 | 0.1 | -5.6 | . | 8.9
C[C@@H]1CCCCO[C@H](CN(C)S(=O)(=O)c2cn(C)cn2)[C@H](C)CN([C@H](C)CO)C(=O)c2cc(N(C)C)ccc2O1 | . | -6.3 | -10.4 | . | 0.0 | 10.5 | . | .
NNc1nc(Nc2ccc([N+](=O)[O-])cc2)nc(N2CCCCCC2)n1 | -1.9 | -9.8 | -9.5 | 0.6 | 0.1 | -30.1 | -0.2 | 2.7
COc1cccc(C#Cc2ccc([C@@H]3[C@@H](C#N)N(C(=O)c4ccccn4)[C@@H]3CO)cc2)c1 | 4.6 | -5.0 | 47.9 | -3.1 | 0.0 | 4.5 | -1.2 | 2.8
Cc1cc(C)nc(NC(=S)Nc2cccc(F)c2)c1 | -11.0 | 1.4 | -22.8 | 0.8 | 0.2 | -40.6 | 9.7 | 7.1
O=C(Cc1c(F)cccc1Cl)N/N=C/c1cccnc1 | -0.7 | . | 6.6 | 0.6 | 0.0 | 2.9 | 4.3 | -1.5
CCCCn1c(N)c(N(CCOC)C(=O)COC(=O)CCOc2ccc(C)cc2)c(=O)[nH]c1=O | -1.2 | 1.0 | 10.7 | -1.0 | 0.3 | -0.3 | 2.2 | -10.6
C=CCCC(=O)N1C[C@H]2CON(C)[C@H]2C[C@H]1c1ccccc1Br | -1.9 | 2.5 | 2.2 | 5.5 | . | -2.8 | 3.9 | -4.9
CSc1nsc(SC)c1-c1ccc(Cl)cc1 | -0.8 | -4.6 | -12.4 | -4.5 | 0.0 | 5.7 | -18.2 | 0.0
C[C@H](CO)N1C[C@H](C)[C@@H](CN(C)Cc2ccncc2)Oc2ncc(C#CC3(O)CCCC3)cc2C1=O | . | 6.2 | -9.7 | -5.0 | -0.4 | 1.8 | -2.5 | 2.6
COc1ccc(-c2cn(CC[C@@H]3CC[C@H](NC(=O)c4cnccn4)[C@@H](CO)O3)nn2)cc1 | -0.1 | -18.0 | -1.2 | 3.1 | 0.1 | -15.3 | 4.8 | -2.0
COc1cccc(CNC(=O)CC(NC(=O)c2ccccc2)c2ccccc2)c1 (centres undefined) | 1.1 | 8.3 | -6.1 | 3.7 | 0.0 | 7.3 | -3.4 | -1.3
CC(=O)C1=C(C)OC2(O)c3ccccc3C(=O)C12O (centres undefined) | -0.9 | 1.6 | . | . | 0.1 | -11.1 | -2.1 | -6.0
CCN1CCN(C(=O)c2ccc3nc(-c4ccccc4)c(-c4ccccc4)nc3c2)CC1 | -6.7 | . | 5.2 | -5.2 | 0.0 | 20.4 | 0.3 | -13.6
COCc1ccc(C(=O)OC(C)C(=O)Nc2c(C)n(C)n(-c3ccccc3)c2=O)cc1 (centres undefined) | -3.3 | 11.4 | 1.0 | -1.1 | 0.2 | -4.2 | -0.4 | -9.2
CC(C)CN1CCC(=O)N(CCSc2ccc(Br)cc2)CC1 | -4.5 | -3.6 | -27.8 | -1.6 | 0.0 | -22.3 | -3.1 | -0.6
CCCNC(=O)N1[C@@H](C#N)[C@@H](c2ccc(-c3cccnc3)cc2)[C@@H]1CO | 0.2 | 6.5 | 8.8 | 7.5 | 0.3 | -19.8 | -1.4 | 10.1
CCCNC(=O)N(C)C[C@@H]1Oc2cc(C3=CCCC3)ccc2S(=O)(=O)N([C@H](C)CO)C[C@@H]1C | -5.6 | -6.9 | 6.6 | . | 0.0 | -6.6 | 2.1 | 12.5
COc1cccc(NC(=O)CN(C)C(=O)CCN2C(=O)C3CC=CCC3C2=O)c1 (centres undefined) | 1.0 | . | 11.1 | -0.4 | 0.1 | 0.0 | -1.2 | -2.6
CS(=O)(=O)N(CC(=O)N1CCOCC1)Cc1ccccc1 | . | 2.9 | 4.8 | . | . | -0.8 | 7.2 | .
CC(=O)N=C1SC2CS(=O)(=O)CC2N1Cc1ccc(C)cc1 (centres undefined) | 2.7 | -4.7 | . | . | 0.0 | . | 1.5 | 3.7
C/C(CC(=O)Nc1ccc2c(c1)OCCO2)=N\NC(=O)COc1ccccc1 | -1.4 | . | -9.4 | -0.8 | 0.4 | -0.3 | 1.2 | -4.5
COC(=O)CCC(=O)OC1(C)C(=O)C=C2C=C(C3CC3)N(Cc3ccc4c(c3)OCO4)C=C2C1=O (centres undefined) | 1.1 | 13.8 | -7.3 | 1.9 | 0.0 | -1.3 | -1.6 | -3.9
COc1cc2c(cc1OC)C(C)N(C(=O)c1sc(-c3cnccn3)nc1C)CC2 (centres undefined) | 0.0 | . | . | -2.5 | 0.4 | -4.6 | . | 0.5
OCC#Cc1ncc(C(F)(F)F)cc1Cl | 4.6 | -11.5 | . | -3.1 | 0.0 | . | . | -10.2
O=C1c2ccccc2C(c2nnnn2-c2ccc3c(c2)OCCO3)N1Cc1ccco1 (centres undefined) | -3.9 | . | . | . | 0.0 | -25.4 | . | -6.7
Cc1cc(NS(=O)(=O)c2ccc(NC(=S)NC(=O)c3cccnc3)cc2)no1 | 2.8 | 10.4 | . | 1.7 | 0.1 | 0.3 | . | 2.1
Cc1ccc(S(=O)(=O)Nc2ccc3c(c2)CC(=O)N([C@@H](C)CO)C[C@@H](C)[C@@H](CN(C)Cc2ccc(C(=O)Nc4ccccc4N)cc2)O3)cc1 | . | -7.0 | -48.5 | -1.8 | 0.0 | -4.7 | 0.0 | -17.1
CC(=O)N1CCN(S(=O)(=O)c2cccc(C(=O)NCc3ccc(F)cc3)c2)CC1 | 3.0 | -5.3 | 77.4* | -4.5 | 0.1 | -15.0 | -0.1 | -3.4
C[C@H](NC(=O)C[C@@H]1C[C@@H]2c3cc(NS(C)(=O)=O)ccc3O[C@@H]2[C@@H](CO)O1)c1ccccc1 | . | 1.7 | -5.4 | -1.8 | 0.0 | 0.2 | 2.3 | 48.7
COc1cc(CNC(=O)c2cc(-c3cc(C)cc(F)c3)n[nH]2)cc(OC)c1 | 7.7 | ? | 1.4 | 3.3 | 0.1 | -7.3 | 1.1 | -4.9
C[C@@H]1CN([C@@H](C)CO)C(=O)c2cccc(NC(=O)Nc3ccc(C(F)(F)F)cc3)c2O[C@@H]1CN(C)Cc1ccc(C(F)(F)F)cc1 | 10.3 | 5.9 | -30.2 | 0.4 | 0.0 | 16.1 | -2.0 | 0.4
COc1ccc(-c2cnc3c(c2)C(=O)N([C@@H](C)CO)C[C@@H](C)[C@H](CN(C)Cc2ccccn2)O3)cc1 | -3.4 | -9.5 | 10.3 | -0.8 | -0.2 | 1.7 | -2.2 | -1.2
CC(Oc1cc2oc(=O)c3c(c2cc1Cl)CCC3)C(=O)NCC1CCC(C(=O)O)CC1 (centres undefined) | 1.5 | 4.9 | 4.4 | -7.2 | 0.0 | -9.2 | -1.2 | -0.7
CC(C)[C@@H](CSc1ccccc1)N1CCN(Cc2ccccc2)CCC1=O | . | 9.7 | 2.9 | 3.4 | 0.0 | 9.7 | -1.6 | -1.9
C[C@@H]1CCCCO[C@H](CN(C)C(=O)Nc2ccc(C(F)(F)F)cc2)[C@@H](C)CN([C@@H](C)CO)C(=O)c2cc(NC(=O)c3ccccc3)ccc2O1 | 1.5 | . | 16.4 | -1.8 | -0.3 | 8.4 | 0.7 | -3.7
COc1ccc(N/C=C(\C#N)S(=O)(=O)c2ccc(Cl)cc2)c(OC)c1 | -4.1 | -18.1 | 11.8 | -0.6 | 0.2 | 7.9 | 0.0 | -15.7
COc1ccc(C(=O)C23CC4CC(C2)CC(C(=O)c2ccc(OC)cc2)(C4)C3)cc1 | -3.0 | . | . | 0.1 | 0.1 | 21.8 | . | 3.1
Cc1snc(SCc2cccc(Cl)c2)c1C#N | -1.4 | 12.0 | -4.9 | -0.4 | 0.3 | 16.6 | 0.6 | -2.7
O=S(=O)(Nc1ncccn1)c1ccccc1 | -2.5 | . | -1.3 | 0.3 | 0.0 | -2.8 | -0.6 | -7.2
CCOc1ccccc1NC(=O)c1nnn(CC(=O)Nc2cc(C)cc(C)c2)c1N | 0.4 | 0.7 | 0.0 | -0.1 | 0.1 | -2.8 | -1.4 | 0.4
COc1ccc(C(=O)c2c3ccccc3[n+]([O-])n2Cc2ccc(C(N)=O)cc2)cc1 | -1.2 | . | -6.6 | 8.2 | 0.2 | -18.2 | -1.1 | 0.3
CCn1cc(C(=O)NCC(C)C)c(=O)c2cc(F)c(N3CCN(C)CC3)cc21 | 1.5 | 6.8 | . | 0.7 | -0.2 | 11.4 | -0.3 | -2.3
COC(=O)c1ccc(N(CC(=O)NC2CCCC2)C(=O)c2ccc(C)s2)cc1 | 2.9 | -11.1 | 1.8 | -2.9 | 0.0 | -1.3 | 0.1 | -1.0
CCc1ccc([C@@H]2C[C@H]3[C@@H](CN2S(=O)(=O)c2ccc(C)cc2)C(=O)C[C@@H](c2ccccc2)N3S(=O)(=O)c2ccc(C)cc2)cc1 | 0.6 | 2.6 | -17.5 | . | 0.0 | -3.2 | 1.2 | -8.3
CC(C)c1c(O)ccc2c1CC[C@H]1C(C)(C)CCC[C@]21C | -2.1 | -15.3 | 23.5 | 0.2 | 0.3 | -4.0 | -0.3 | -22.9
CN(C)CC#Cc1ccc([C@H]2[C@@H](CO)N3C(=O)CN(C(=O)Cc4cccnc4)C[C@H]23)cc1 | -1.8 | 0.1 | . | -4.2 | 0.3 | -3.0 | . | -16.2
O=C(NCCCn1ccnc1)c1cc([N+](=O)[O-])cc([N+](=O)[O-])c1 | -0.3 | . | . | 2.4 | 0.0 | -0.3 | . | 10.6
COCCOC(=O)N1C(=O)[C@@]2(c3ccccc31)[C@H](C(=O)N1CCc3cc(OC)c(OC)cc3C1)[C@H]1C(=O)O[C@H](c3ccccc3)[C@H](c3ccccc3)N1[C@@H]2c1ccc(O)cc1 | 5.5 | . | . | -1.3 | . | . | 35.6 | -4.7
CC(=O)Nc1ccc(S(=O)(=O)N2CC(=O)NC(=O)C2)cc1 | -4.8 | -0.5 | -4.5 | -4.2 | -0.2 | -8.5 | -2.4 | 5.2

An excerpt, so the mix of outcomes need not match the whole.
